TSHR antag = Antagonists of the Thyroid Stimulating Hormone Receptor: HTS campaign; actives 0.2% (n = 330,000); TSHR-expressing cells, TSH-stimulated cAMP HTRF, 2 h; stronger effect = lower value; activity change, negative = inhibition, % at 11.5 µM; Thyrotropin receptor (Homo sapiens), P16473;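 active = activity change below a set negative limit, meaning inhibition stronger than a set level, cut at about -70% in these data; inconclusive = activity change between two set negative limits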; also: % is scaled to controls: 0 for no effect and ±100 for the full control effect
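Inhibition of cAMP made by TSHR-expressing cells under TSH stimulation (4nM final, EC80; 2 h, 37 deg C) is quantified with a one-step lysis HTRF kit, anti-cAMP cryptate versus cAMP-d2.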
Menin MLL FP TR = qHTS Assay for Inhibitors Targeting the Menin-MLL Interaction in MLL Related Leukemias: Competition With Texas Red Labeled MLL-derived Mutant Peptide. O00255. Menin + Texas Red MLL mutant peptide, fluorescence polarization. Potency, µM (titrated, usually from 61.6 µM), for the others: top-dose FP activity change, negative = inhibition, hits mostly inhibitors. actives 0.23% (n = 270,000); active = well fitted inhibition curve with a large enough effect in the polarisation, with a control signal flat, not every such curve was filed as active; inconclusive = small, poorly fitted or top-dose-only effect, or effect the other way, or a change in a side signal; inactive = no such curve, though single readings can be large or run the other way; the % refers to the polarisation; also: potency is read from the fitted curve at half-maximal effect; % of control where 0% means no effect; many of its hits are not listed in these tables
TCR act = Activators of T cell receptors: qHTS campaign; primary human leukocytes, anti-CD3, IL-2 HTRF, 48 h; Potency, µM (doses to about 9.22 µM), for inactives: top-dose activation of IL-2 secretion, actives largely listed as activators; 330,000 tested, under 10 active; AID 504894, 2011; also: % of control where 0% means no effect
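TCR engagement came from a-CD3 beads alone, with compounds added to primary human leukocytes for 48 hr. Secreted IL-2 bridged europium cryptate- and d2-labelled anti-IL-2 antibodies, giving FRET emission at 665nm after 320nm excitation.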
Mito fusion yeast = qHTS Assay for Small Molecule Inhibitors of Mitochondrial Division or Activators of Mitochondrial Fusion; S. cerevisiae fusion-defective mutant growth rescue, CellTiterGlo 48 h; Potency, µM (highest dose often 46.1 µM), inactives show at the highest dose growth rescue (activation), actives largely listed as activators; actives 0.23% (n = 320,000); AID 485298, 2010;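 also: potency is read from the fitted curve at half-maximal effect; % of control where 0% means no effect; nearly all actives have a fitted effect of over 45% in size; temperature-sensitive fusion mutants such as fzo1-1 at 37 °C on non-fermentable ethanol glycerol medium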
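Temperature-sensitive fusion-defective S. cerevisiae (e.g. fzo1-1, mgm1-5) were grown with compound in YPEG medium (3% ethanol, 3% glycerol) for 48 hours at 37C. Growth rescue was measured as viability by CellTiterGlo luminescence after 10 minutes at ambient.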
S-ASM inh = Inhibitors of Secretory Acid Sphingomyelinase (S-ASM): qHTS; Potency, µM (series often up to 57.5 µM), for inactives: at the highest dose activity change, negative = inhibition, hits mostly inhibitors; placental ASM, HMU-PC fluorogenic substrate, 60 min; AID 504937, 2011; Sphingomyelin phosphodiesterase (Homo sapiens), P17405; actives 0.006% (n = 340,000); also: potency is read from the fitted curve at half-maximal effect
Target sequence (P17405 47-631 limits assumed): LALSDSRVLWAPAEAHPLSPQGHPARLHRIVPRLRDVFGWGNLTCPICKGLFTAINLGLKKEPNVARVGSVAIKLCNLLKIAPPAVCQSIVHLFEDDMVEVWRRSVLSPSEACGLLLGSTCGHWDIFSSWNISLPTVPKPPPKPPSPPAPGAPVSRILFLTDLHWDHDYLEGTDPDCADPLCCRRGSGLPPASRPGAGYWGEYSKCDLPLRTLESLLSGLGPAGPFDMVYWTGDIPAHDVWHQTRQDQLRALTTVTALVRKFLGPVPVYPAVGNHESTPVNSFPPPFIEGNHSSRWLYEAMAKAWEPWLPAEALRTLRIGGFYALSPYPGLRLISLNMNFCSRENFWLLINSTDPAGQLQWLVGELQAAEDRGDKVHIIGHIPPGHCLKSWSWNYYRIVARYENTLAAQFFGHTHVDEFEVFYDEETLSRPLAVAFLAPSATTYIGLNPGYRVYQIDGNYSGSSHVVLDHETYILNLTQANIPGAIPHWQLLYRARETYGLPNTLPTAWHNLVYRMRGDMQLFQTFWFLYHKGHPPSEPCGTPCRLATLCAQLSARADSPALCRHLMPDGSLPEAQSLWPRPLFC
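Steps: dispense placental human ASM, pin compound, wait 10 min at room temperature, add HMU-PC0 substrate at 9 uM final, incubate 60 min at 37 °C, add stop solution raising pH to 10, read fluorescence.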
MBNL1 CUG block = qHTS Assay for Inhibitors of MBNL1-poly(CUG) RNA binding | Muscleblind-like protein 1 (Homo sapiens), Q9NR56 | TR-FRET MBNL1-His/biotin-(CUG)12 binding, 665/545 ratio | Potency, µM (doses to about 57.5 µM), for inactives: top-dose activity change, negative = inhibition, actives largely listed as inhibitors | actives 0.036% (n = 280,000) | AID 2675, 2010; active = well fitted inhibition curve with a large enough effect in the signal ratio, with a control signal flat, not every such curve was filed as active; inconclusive = small, poorly fitted or top-dose-only effect, or effect the other way, or a change in a side signal; inactive = no such curve, though single readings can be large or run the other way; the % refers to the signal ratio; also: potency is read from the fitted curve at half-maximal effect; % is scaled to controls: 0 for no effect and ±100 for the full control effect
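Compound titration spanned 92 nM–58 uM against the MBNL1-His/biotin-(CUG)12 complex. After 60 min at room temperature with 5 nM streptavidin-XL665 and 0.055 ng/ul terbium anti-His, ratiometric 665/545 nm emission (Ex 340 nm) normalized to controls.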
MLL CXXC-DNA inh = qHTS Fluorescence Polarization Assay for Inhibitors of MLL CXXC domain - DNA interaction; actives 0.037% (n = 290,000); Potency, µM (doses to about 115 µM), without a hit: at the highest dose activity change, negative = inhibition, most hits filed as inhibitors; MLL-CXXC / FITC-HOXA9 DNA fluorescence polarization; Histone-lysine N-methyltransferase 2A (Homo sapiens), Q03164; active = well fitted inhibition curve with a large enough effect in the polarisation, with a control signal flat, not every such curve was filed as active; inconclusive = small, poorly fitted or top-dose-only effect, or effect the other way, or a change in a side signal; inactive = no such curve, though single readings can be large or run the other way; the % refers to the polarisation; also: potency is read from the fitted curve at half-maximal effect
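Purified MLL-CXXC (added from a 7 uM solution) was preincubated 5 min at ambient with pinned compounds in 50 mM Tris-HCl pH 7.5, 50 mM NaCl, 1 mM DTT, 0.05% BSA. Fluorescein-labeled HOX-A9 DNA (50 nM solution) followed, 30 min, then polarization read.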
TSG101-PTAP inh = qHTS Assay for Iinhibitors of HIV-1 Budding by Blocking the Interaction of PTAP/TSG101 | Tumor susceptibility gene 101 protein (Homo sapiens), Q99816 | Fluorescence polarization, FITC-PTAP peptide / Tsg101 binding | Potency, µM (series often up to 115 µM), for inactives: at the top dose activity change, negative = inhibition, actives largely listed as inhibitors | 340,000 tested, under 10 active | AID 493005, 2010; active = well fitted inhibition curve with a large enough effect in the main read-out, with a control signal flat, not every such curve was filed as active; inconclusive = small, poorly fitted or top-dose-only effect, or effect the other way, or a change in a side signal; inactive = no such curve, though single readings can be large or run the other way; also: potency is read from the fitted curve at half-maximal effect; % of control where 0% means no effect
Target sequence (Q99816 whole entry, looked up): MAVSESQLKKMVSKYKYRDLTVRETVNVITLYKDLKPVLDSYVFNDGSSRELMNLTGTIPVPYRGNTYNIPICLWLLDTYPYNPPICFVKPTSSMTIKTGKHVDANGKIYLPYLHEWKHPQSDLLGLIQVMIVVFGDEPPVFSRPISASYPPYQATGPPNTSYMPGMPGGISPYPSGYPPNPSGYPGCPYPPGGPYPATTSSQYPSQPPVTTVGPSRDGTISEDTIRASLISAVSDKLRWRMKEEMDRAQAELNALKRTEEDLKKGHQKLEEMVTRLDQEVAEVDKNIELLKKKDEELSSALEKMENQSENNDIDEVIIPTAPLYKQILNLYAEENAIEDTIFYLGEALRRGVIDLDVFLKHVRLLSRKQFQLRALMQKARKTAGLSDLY
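FP read-out: FITC-PTAP peptide, 50 nM final, binding Tsg101 binding domain, 10 uM final; 20 min, r.t.; 10 mM HEPES pH 7.5, 0.15 M NaCl, 0.01% Tween 20, 3 mM EDTA, 0.1 mM TCEP.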
AT treatment = qHTS Assay for Identifying a Potential Treatment of Ataxia-Telangiectasia; […] A-T fibroblasts, KAP-1 phosphorylation AlphaLISA; neocarzinostatin DNA damage 30 min before lysis; Potency, µM (top dose mostly 57.5 µM), for inactives: at the top dose activation, most hits filed as activators; actives 0.19% (n = 320,000); AID 485349, 2010; also: potency is read from the fitted curve at half-maximal effect; % of control where 0% means no effect; nearly all actives have a fitted effect of over 45% in size
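ATM-like activity read as KAP-1 phosphorylation via AlphaLISA donor/acceptor antibody pairs after lysis and 6 hr at 25C. Cells were ATM-null patient fibroblasts ([…], hTERT), dosed 60 min, then exposed to the DSB inducer NCS for 30 min.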
Integrin act MD = qHTS for Activators of Integrin-Mediated Alleviation for Muscular Dystrophy. alpha7betagal myoblasts, beta-gal FDG fluorescence, 48 h. Potency, µM (doses to about 38.3 µM), for the others: top-dose activation, hits mostly activators. actives 0.064% (n = 350,000). AID 624291, 2012;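 also: potency is read from the fitted curve at half-maximal effect; 100% = response of the positive control SU9516; nearly all actives have a fitted effect of over 60% in size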
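alpha7betagal+/- myoblasts (passage 13, 250/well) treated 48 h at 37C with compounds at 1:260 dilution of DMSO stock. Lysed, then beta-galactosidase activity read as FDG fluorescence (ex 480/em 540) after 30 min, with pre-read for autofluorescence.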
The depositor's hits bear a star; ? = inconclusive; . = not tested or not shown; [ ] = remark or other dose. Unless noted, calls follow the shape of the dose curve; as a rule, active = well fitted curve in the direction sought with a large enough effect; inconclusive = small, poorly fitted or top-dose-only effect, or another doubt; inactive = no such curve, though single readings can be large; an effect the other way counts as inactive or inconclusive. The list is partial; the hit share may differ from the screen's.

SMILES	TSHR antag	Menin MLL FP TR	TCR act	Mito fusion yeast	S-ASM inh	MBNL1 CUG block	MLL CXXC-DNA inh	TSG101-PTAP inh	AT treatment	Integrin act MD
COc1cc(-c2nc3ccccc3c(=O)n2N)cc(OC)c1OC	41	-12%	-9%[46.1 µM]	3%	1%	-8%	2%	-3%	3%	17%
Cc1ccc(NC(=O)c2ccc3ccccc3n2)cc1S(=O)(=O)N1CCOCC1	-32	16%	3%	2%	-10%	-4%	1%	-2%	-3%	-36%
CCOC(=O)N1CCC(NC(=O)c2cccn3c(=O)c4cc(Br)ccc4nc23)CC1	-2	?	-1%	11%	36%[activator]	-2%	-4%	0%	-1%	6%
CCN(C(=O)COC(=O)c1ccc(N2C(=O)c3ccccc3C2=O)cc1)C1CCS(=O)(=O)C1 (centres undefined)	4	7%	1%	0%	1%	?	-1%	-5%	4%	26%
COc1ccc(C(=O)NCC2COc3ccccc3O2)cc1S(=O)(=O)N1CCOCC1 (centres undefined)	-8	.	-2%	-1%	2%	.	.	-2%	3%	0%
CNC(=O)c1c(NC(=O)CCS(=O)(=O)c2ccccc2)sc(C)c1C	-1	.	2%	-1%	0%	.	.	0%	-7%	-12%
CCn1c(NC(=O)c2ccc(F)cc2)c2ccccc2nc1=O	-5	-8%	-4%	-8%	21%	10%	35%[activator]	1%	7%	9%[7.66 µM]
CC(=O)Nc1ccc(S(=O)(=O)N(C)CC(=O)OC(C)C(=O)N(C)Cc2ccccc2)cc1 (centres undefined)	2	7%	1%	2%	-1%	6%	?	-2%	12%	15%
Cc1ccc(S(=O)(=O)N2CCC(C(=O)OC(C)C(=O)NC(N)=O)CC2)cc1C (centres undefined)	-3	.	2%	-1%	1%	-3%	1%	-5%	0%	-21%
O=C(C1=C[C@H](c2ccc(C(F)(F)F)cc2)C[C@H](OCCCCO)O1)N1CCN(Cc2ccc3c(c2)OCO3)CC1	-9	?	-3%	-2%	-2%	7%	31%[activator]	.	2%	11%
Cc1ccc(NC(=O)CSCC(=O)Nc2nnc(C)s2)cc1	-7	.	4%	3%	4%	.	.	-1%	0%	29%
CNC(=S)Nc1cc(Cl)ccc1Oc1ccccc1	28	9%	0%[46.1 µM]	-1%	3%	-14%	4%	2%	-2%	11%
c1ccc2c(c1)NC1(CCCCCC1)n1c-2nc2ccccc21	5	.	0%	-3%	429%[activator]	5%	5%	-4%	7%	9%
Cc1nc2c3cc(F)ccc3n(Cc3ccccc3F)c2s1	37	7%	-4%[46.1 µM]	28%	-7%	.	5%	-3%	10%	14%
Cc1csc(NC(=O)/C=C/c2ccc(C)o2)n1	-3	13%	-2%[46.1 µM]	0%	0%	?	8%	-1%	-8%	36%
COCCCNC(=O)Cn1c(=O)n(Cc2ccc(F)cc2)c(=O)c2sccc21	7	-3%	.	1%	3%	-10%	-1%	-5%	-13%	0%
Cc1cc2c(cc1S(=O)(=O)NCc1ccccc1)NC(=O)CO2	-5	.	-8%	1%	-2%	.	.	-5%	5%	3%
CCOC(=O)C1CCCN(C(=O)CCCn2nnnc2CN2CCC(C)CC2)C1 (centres undefined)	1	-18%	12%	-5%	2%	-14%	3%	-9%	-13%	31%
COc1ccc(CN(C)CC(=O)NC(C)c2ccccc2)cc1OC (centres undefined)	-5	-2%	1%	-12%	4%	0%	-1%	0%	1%	?
O=[N+]([O-])c1ccc(OCc2cnc(Cl)s2)cc1	6	10%	-3%	1%	-5%	?	0%	-2%	1%	-3%

Compound profiles, from the list above. Order of screens: TSHR antag | Menin MLL FP TR | TCR act | Mito fusion yeast | S-ASM inh | MBNL1 CUG block | MLL CXXC-DNA inh | TSG101-PTAP inh | AT treatment | Integrin act MD
`CNC(=O)c1c(NC(=O)CCS(=O)(=O)c2ccccc2)sc(C)c1C` as listed: -1 | . | 2% | -1% | 0% | . | . | 0% | -7% | -12%
`Cc1nc2c3cc(F)ccc3n(Cc3ccccc3F)c2s1` as listed: 37 | 7% | -4%[46.1 µM] | 28% | -7% | . | 5% | -3% | 10% | 14%
`CC(=O)Nc1ccc(S(=O)(=O)N(C)CC(=O)OC(C)C(=O)N(C)Cc2ccccc2)cc1` (centres undefined) as listed: 2 | 7% | 1% | 2% | -1% | 6% | ? | -2% | 12% | 15%
`O=[N+]([O-])c1ccc(OCc2cnc(Cl)s2)cc1` as listed: 6 | 10% | -3% | 1% | -5% | ? | 0% | -2% | 1% | -3%

Going on with the list:
SMILES	TSHR antag	Menin MLL FP TR	TCR act	Mito fusion yeast	S-ASM inh	MBNL1 CUG block	MLL CXXC-DNA inh	TSG101-PTAP inh	AT treatment	Integrin act MD
O=C(CCc1nnc2ccc(NCc3ccco3)nn12)Nc1ccc(F)cc1	-5	.	5%	0%	-2%	4%	-1%	-5%	4%	-10%
COc1ccc2c(CC(=O)OCc3nc4ccsc4c(=O)[nH]3)coc2c1	-4	.	-10%[46.1 µM]	.	-4%	.	.	-7%	5%	-15%
O=C(N/N=C/CCc1ccccc1)c1ccc(CN2c3cccc4cccc(c34)S2(=O)=O)cc1	11	?	-3%[46.1 µM]	1%	18%	72%[activator]	?	1%	-2%	4%
CCCCNC(=S)NNC(=O)c1cc(C2CC2)nc2ccccc12	-9	16%	1%	-6%	-2%	3%	2%	-2%	0%	-10%
COc1ccc(Nc2cc(C)c3cc([N+](=O)[O-])ccc3n2)cc1	-19	?	3%	3%	?	?	3%	-5%	-23%	20%
CCOC(=O)c1c(NC(=O)Cn2cnc([N+](=O)[O-])n2)sc(C)c1C	-1	-22%	0%	6%	4%	4%	-4%	-4%	8%	16%
CSCCC(NC(=O)c1ccco1)C(=O)NCc1ccc2c(c1)OCO2 (centres undefined)	5	.	-4%	0%	1%	.	.	-1%	-4%	8%
Cc1ccc(C(=O)Nc2ccc(N3CCN(C(=O)c4ccco4)CC3)cc2)cc1	-6	-9%	-2%	-8%	0%	-15%	1%	-1%	0%	1%
Cc1noc(C)c1C(=O)NC(C)c1ccc2c(c1)OCO2 (centres undefined)	.	20%	.	0%	0%	-3%	1%	-5%	3%	14%
CC(C)OCCCNC(=O)NC12CC3CC(CC(C3)C1)C2	-8	9%	-4%	-1%	1%	4%	-11%	-2%	0%	-2%
CCCc1cc(C(=O)NC2CCCC2)no1	1	-20%	4%	0%	3%	?	4%	0%	.	-4%
C=C1C(O)C[C@@H](C(C)C)N(CC(C)C)S1(=O)=O (some centres undefined)	.	.	7%	.	5%	.	.	1%	.	7%
Cc1ccc(-c2cccc([C@H]3[C@@H]4C=CC[C@@H](C)[C@@H]4C(=O)N3Cc3ccccc3)c2)cc1	12	-13%	-19%[46.1 µM]	.	-16%	.	.	-2%	-5%	-4%
O=C(CN1C(=O)C2CCCCC2C1=O)Nc1cccc(C(F)(F)F)c1 (centres undefined)	-7	.	4%[46.1 µM]	.	-5%	.	.	-1%	5%	-18%
COc1cc(/C=C(\C#N)c2nc3ccccc3[nH]2)cc(Br)c1OCc1ccccc1	-12	?	6%	8%	294%[activator]	16%	7%	1%	4%	-39%
CC(OC(=O)C1CC(=O)N(Cc2ccccc2)C1)C(=O)Nc1ccc(F)cc1Cl (centres undefined)	2	.	-4%	5%	-3%	.	.	1%	0%	24%
COc1cc(/C=N\NC(=O)C2COc3ccccc3O2)cc(OC)c1O (centres undefined)	7	.	-9%	-1%	121%[activator]	?	32%[activator]	-1%	12%	16%
CSc1nc2ccc(NS(=O)(=O)c3ccc4c(c3)OCCO4)cc2s1	-9	25%	-6%	11%	-10%	-4%	3%	0%	6%	-31%
